Screens as filed in PubChem.
MOR-DOR inv ag = inverse agonists of MOR-DOR heterodimerization, primary screen, cell-based, luminescence. Mu-type opioid receptor (Homo sapiens) + Delta-type opioid receptor (Homo sapiens), …. cell-based MOR-DOR heterodimer luminescence, inverse agonism. inhibition, % at 9.3 µM. 0.21% of 340,000 active; in the data active = inhibition above about 22%, passing the limit was not always enough;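 also: 0% = cells with DMSO and 100% = wells without cells with DMSO; values of inactives mirror those of a sister screen read the other way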
V-ATPase pHluor = regulators of yeast V-ATPase proton pumping, primary screen, pHLuorin cytosolic pH fluorescence; S. cerevisiae; response, % at 10 µM; 0.37% of 350,000 active; AID 504577, 2011; in the data active = response mostly above about 7.3%, no sharp cut-off; inactive = mostly below about 5.4%; also: actives read high; inactives centre near 0; some compounds called inactive have numbers as strong as hits; reference of the scale not given here
RTF Ca sens act = cardiac RTF calcium sensitivity activators, primary screen, biochemical, IANBD-TnC fluorescence, EC20 calcium | Troponin I, cardiac muscle (Homo sapiens) + Troponin T, cardiac muscle (Homo sapiens) + … | IANBD-labeled TnC RTF fluorescence at EC20 calcium; 0% EC20 calcium, 100% full calcium | activation, % at 7.2 µM | 0.24% of 340,000 active | AID 493008, 2010;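 active = activation above the mean over all tested compounds plus 3 SD, cut at about 30% in these data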;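 also: rise in fluorescence read as greater calcium sensitivity of cardiac thin filaments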
LANA DNA inh = inhibitors of KSHV C-LANA binding to DNA, primary screen, biochemical, fluorescence polarization, FAM-LBS DNA, MBP-C-LANA, single point | Kaposi's sarcoma herpesvirus LANA C-terminal domain (residues 932-1162) DNA binding | inhibition, % at 9 µM | 0.078% of 340,000 active;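 active = highest replicate inhibition at or above 60% at 9 µM, even if other replicates fall short; inactive = all replicates below 60% inhibition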;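 also: 0% = neutral control wells and 100% = 4 µM acridine orange control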
Keap1-Nrf2 PPI = Keap1-Nrf2 protein-protein interaction inhibitors, primary screen, biochemical, fluorescence polarization, single point. Keap1 Kelch-Nrf2 peptide fluorescence polarization, 1536-well. inhibition, % at 9.4 µM. 0.15% of 340,000 active. AID 504523, 2011; in the data active = inhibition above about 12%;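 also: human Keap1 Kelch domain with fluorescein labeled Nrf2 9mer peptide probe; 0% = neutral control wells and 100% = peptide positive control; higher means more block of Keap1 binding to Nrf2 peptide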
Target sequence (Q14145 whole entry, looked up, the tested form may be a part): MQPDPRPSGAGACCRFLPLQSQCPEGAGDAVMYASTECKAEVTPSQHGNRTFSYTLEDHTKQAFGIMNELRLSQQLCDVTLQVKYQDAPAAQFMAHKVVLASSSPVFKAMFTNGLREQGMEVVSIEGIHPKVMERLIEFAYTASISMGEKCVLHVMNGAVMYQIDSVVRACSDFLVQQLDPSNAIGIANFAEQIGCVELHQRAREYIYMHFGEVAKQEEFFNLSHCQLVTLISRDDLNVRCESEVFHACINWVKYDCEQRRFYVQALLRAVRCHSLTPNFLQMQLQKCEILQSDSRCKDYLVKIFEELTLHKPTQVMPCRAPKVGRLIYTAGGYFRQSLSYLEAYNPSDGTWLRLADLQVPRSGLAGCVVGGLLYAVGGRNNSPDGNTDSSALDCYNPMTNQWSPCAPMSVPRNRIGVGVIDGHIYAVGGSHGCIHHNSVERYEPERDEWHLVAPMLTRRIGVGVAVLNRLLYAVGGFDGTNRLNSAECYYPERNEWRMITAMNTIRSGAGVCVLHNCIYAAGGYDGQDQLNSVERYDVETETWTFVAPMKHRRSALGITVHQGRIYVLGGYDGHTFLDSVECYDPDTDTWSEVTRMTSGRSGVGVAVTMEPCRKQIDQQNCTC
MOR-DOR ag = agonists of OPRM1-OPRD1 heterodimerization, primary screen, cell-based, luminescence | 0.3% of 340,000 active | activation, % at 9.3 µM | cells | AID 504326, 2011; in the data active = activation above about 18%;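 also: 0% = vehicle-treated cells and 100% = reference agonist; values of inactives mirror those of a sister screen read the other way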
Arr AP2 block = inhibitors of beta-arrestin/AP2 binding, primary screen, biochemical, GPCR trafficking, flow cytometry; inhibition, % at 10 µM; FITC-arrestin peptide / GST-AP2 beads; AP2 beta2 appendage carries R879A mutation; beta-arrestin 1 C-terminal peptide binding to AP2 beta2-adaptin appendage (human); 0.31% of 340,000 active;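 active = inhibition above a set limit, near 3 SD of compounds lacking own fluorescence, cut at about 54% in these data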;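 also: plate controls were DMSO wells for no effect and 5 µM unlabelled arrestin peptide for full effect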
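Material – GST-tagged AP2 beta2-adaptin appendage (R879A) on 4 µm glutathione beads · Probe or stimulus – fluorescein-tagged arrestin peptide at 50 nM final · Timing – 12 min plus 1 h, RT · Detection – bead flow cytometry, FITC channel · Read-out basis – inhibition as reduced fluorescein signal on beads, percent · Medium – PBS plus Tween 20 (0.05%) and BSA (0.1%)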
RTF Ca sens inh = cardiac RTF calcium sensitivity inhibitors, primary screen, biochemical, IANBD-TnC fluorescence, EC70 calcium; inhibition, % at 7.15 µM; 0.12% of 340,000 active; IANBD-labeled cardiac RTF, Ca2+ fluorescence; Troponin I, cardiac muscle (Homo sapiens) + Troponin T, cardiac muscle (Homo sapiens) + …;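 active = inhibition above the mean inhibition of all tested compounds plus 3 SD, cut at about 17% in these data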;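 also: assay run at fixed EC70 calcium of 1.6 mM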
DSG3 Ab inh = inhibitors of pemphigus antibody binding to DSG3, primary screen, biochemical, bead-based, flow cytometry, scFv-GFP. 0.48% of 310,000 active. DSG3-coupled beads, scFv-anti-DSG3-GFP binding; hits give low values. AID 588358, 2011. binding (percent of control), % at 10 µM;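 active = binding more than 3 SD below its plate's average and above zero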;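 also: hits lower antibody fragment binding to DSG3; some compounds called inactive have numbers as strong as hits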
Wnt bcat act = Wnt/beta-catenin pathway activators, primary screen, cell-based, plate reader, single point; Wnt/beta-catenin reporter cell assay, activator; activation, % at 9.35 µM; 1.2% of 300,000 active; AID 743398, 2014; in the data active = activation above about 30%, passing the limit was not always enough;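 also: 0% = neutral control wells and 100% = positive control wells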
* hit, by the source's call; nt = not tested or not shown.

Value order: MOR-DOR inv ag	V-ATPase pHluor	RTF Ca sens act	LANA DNA inh	Keap1-Nrf2 PPI	MOR-DOR ag	Arr AP2 block	RTF Ca sens inh	DSG3 Ab inh	Wnt bcat act
> CCC(C(=O)NCc1ccc(F)cc1)N(Cc1cccs1)C(=O)c1snc(C(N)=O)c1N (centres undefined)
→ -10	0	-9	-0.9	-2	1.7	32	-14	97	-2
> CN=C(Nc1cccnc1)c1ccccc1
→ -3	9	-2	9.7	-1	0.7	13	-8	99	3
> COC(=O)c1ccc(-c2n[nH]c(=O)c3ccccc23)cc1
→ -1	-1	1	0.9	7	0.3	0	-7	89	-6
> CCn1c(-c2cc(-c3cc(C)ccc3C)nc3ccccc23)n[nH]c1=S
→ 6	1	-3	-0.8	-2	-1.0	-36	2	103	-3
> O=C(CCCOc1ccccc1)NCCc1nc2ccccc2[nH]1
→ -3	-2	6	-0.5	-4	0.6	4	0	101	-1
> COC(=O)CCCC1=CC2=CC(=O)C(C)(OC(=O)c3cccs3)C(=O)C2=CN1CCCCO (centres undefined)
→ -20	6	-2	1.1	-5	3.6	9	-10	102	-3
> CN1C(=O)CC(=O)N(C)c2cc(S(=O)(=O)N(C)Cc3ccccc3)ccc21
→ 11	1	6	-0.8	-6	-2.2	-6	-11	nt	1
> CCCCN(Cc1ccccc1)C(=O)C1CCCN(S(=O)(=O)c2cnc[nH]2)C1 (centres undefined)
→ 19	3	-7	1.7	2	-3.8	0	-6	106	-7
> Cc1ccccc1Nc1nc(N)nc(COC(=O)C2CCCCC2)n1
→ -5	3	-1	0.7	-3	0.9	-1	-9	100	nt
> CCOc1cccc(-c2cc(-c3n[nH]c(=S)n3CC)c3ccccc3n2)c1
→ -8	-5	1	1.4	1	1.6	12	-7	93	-1
> CC(=O)c1ccc(S(=O)(=O)N2CCCCC2C(=O)O)cc1 (centres undefined)
→ 5	2	9	0.0	0	-0.9	16	-5	112	-2
> Cc1ccc(C2(C(=O)N3CCC(n4nc(-c5ccccc5)oc4=O)CC3)CC2)cc1
→ 14	2	3	0.1	0	-2.6	-29	-13	99	nt
> O=C(Cc1ccccc1)NCC(=O)N1CCCC1
→ -5	1	-7	-1.2	0	0.6	26	-11	116	0
> CCN(CC(=O)Nc1c(F)cccc1F)C(=O)CN1C(=O)C2CCCCC2C1=O (centres undefined)
→ 11	-4	0	-1.0	0	-2.9	-1	-5	104	2
> COc1ccc(OC)c(-c2csc(NC(=O)CSCC(=O)Nc3cc(C)on3)n2)c1
→ 21	-1	-2	-1.8	-6	-5.4	-2	-1	104	-3
> CC(C)c1ccc(CN(C(=O)c2cc3ccccc3oc2=O)C2CCS(=O)(=O)C2)cc1 (centres undefined)
→ 0	0	2	0.2	1	-0.1	4	1	99	nt
> CC(=O)Nc1ccc(NC(=O)CC(NC(=O)c2ccccc2)c2ccccc2)cc1 (centres undefined)
→ 4	1	-8	-3.8	6	-0.9	16	-4	97	0
> CCc1nc(SCC(=O)Nc2cc(C)on2)c2c(=O)n(C)c(=O)n(C)c2n1
→ 1	-2	-7	3.9	-9	-0.1	0	-2	110	-3
> CC(C)Cn1c(=O)c2c(nc3n2CCCN3CCc2ccccc2)n(C)c1=O
→ -4	4	-2	24	-6	0.9	7	-1	nt	-3
> CCOC(=O)/C(C#N)=C/c1cccc(C)c1
→ 7	2	-4	-4.1	-6	-1.2	12	-3	96	-2

Another view of some results above:
SMILES	MOR-DOR inv ag	V-ATPase pHluor	RTF Ca sens act	LANA DNA inh	Keap1-Nrf2 PPI	MOR-DOR ag	Arr AP2 block	RTF Ca sens inh	DSG3 Ab inh	Wnt bcat act
CCn1c(-c2cc(-c3cc(C)ccc3C)nc3ccccc23)n[nH]c1=S	6	1	-3	-0.8	-2	-1.0	-36	2	103	-3
O=C(CCCOc1ccccc1)NCCc1nc2ccccc2[nH]1	-3	-2	6	-0.5	-4	0.6	4	0	101	-1
COC(=O)CCCC1=CC2=CC(=O)C(C)(OC(=O)c3cccs3)C(=O)C2=CN1CCCCO (centres undefined)	-20	6	-2	1.1	-5	3.6	9	-10	102	-3

Following part
Value order: MOR-DOR inv ag	V-ATPase pHluor	RTF Ca sens act	LANA DNA inh	Keap1-Nrf2 PPI	MOR-DOR ag	Arr AP2 block	RTF Ca sens inh	DSG3 Ab inh	Wnt bcat act
> CCN(Cc1ccccc1)C(=O)COC(=O)[C@@H]1CCCN1C(=O)c1cccs1
→ 10	-2	0	-0.2	-2	-1.9	34	2	97	-1
> Cc1cc(C(F)(F)F)nc(SCC(=O)c2cccc([N+](=O)[O-])c2)n1
→ 1	-3	2	-1.9	0	-0.2	0	7	97	nt
> COc1ccc(OC)c(/C=C/C(=O)OCC(=O)NC2CCCCCCC2)c1
→ 10	2	-2	-1.8	6	-2.6	-1	-8	107	-3
> CCOC(=O)C1CCN(Cc2cc(=O)oc3cc(C)ccc23)CC1
→ 8	0	3	0.7	3	-1.8	-6	-12	102	8
> NC(=O)C1CCCN(C(=O)Nc2cccc3ccccc23)C1 (centres undefined)
→ -9	-2	-2	0.3	-4	2.0	20	-8	102	nt
> CC(C)c1ccc(NC(=O)Cc2cn(C)c3ccccc23)cc1
→ -17	6	5	-2.1	-2	2.6	-2	-1	77	7
> COc1ccccc1N(CC(O)CN1C(C)CCCC1C)S(=O)(=O)c1ccccc1 (centres undefined)
→ 6	-2	0	1.1	-4	-0.9	3	-3	104	-2
> O=C(c1ccccc1)c1cccs1
→ 9	0	4	0.5	0	-1.3	0	-3	103	-4
> CN(c1ccccc1)S(=O)(=O)c1ccc(C(=O)Nc2ccncc2)cc1
→ 1	6	-5	0.6	-5	-0.2	13	-11	104	-8
> CC(=O)c1ccc(N2CCN(S(=O)(=O)c3cc4[nH]c(=O)c(=O)[nH]c4cc3C)CC2)cc1
→ 0	0	1	-2.1	-2	0.1	15	-9	110	5
> COc1ccc(Cl)cc1NC(=O)CCS(=O)(=O)c1ccc(Br)cc1
→ 10	1	-7	11	-4	-2.3	10	3	96	0
> CCCSc1nnc(NC(=O)Nc2ccccc2OC)s1
→ -46	1	7	-0.2	-4	9.3	4	-5	nt	30
> NC(=O)C1CCN(CC(O)CSc2ccccc2)CC1 (centres undefined)
→ 13	-1	3	-1.4	-3	-2.6	30	-3	nt	2
> Cc1ccc(OCc2nnc(SCC(=O)C(C)(C)C)n2Cc2ccco2)cc1
→ -1	0	-2	0.9	3	0.1	16	4	100	-1
> Cc1ccc(Cn2cc(C(=O)NN)c(=O)c3ccc(F)cc32)cc1
→ 13	0	-2	1.7	-2	-3.0	1	1	101	-1
> CCn1cc(CN(C)C(=O)CSc2nc(-c3ccco3)cc(C(F)(F)F)n2)c(C)n1
→ 13	1	3	0.1	-7	-2.3	-8	2	111	nt
> COc1ccc(OC)c(-c2cn(S(=O)(=O)c3ccccc3)nc2N)c1
→ 12	-3	-2	-1.1	-3	-2.3	0	-1	102	nt
> CCN(CC)C(=O)Cn1cnc([N+](=O)[O-])n1
→ 2	-4	2	-0.6	-2	-0.4	4	-10	101	-4
> CNC(=O)C1=C(C)NC(=S)NC1c1cccs1 (centres undefined)
→ 16	-1	1	-0.5	-2	-2.8	4	-27	102	-10
> COc1ccc(NC(=O)Cn2nnc(C(=O)Nc3ccc(F)c(Cl)c3)c2N)cc1OC
→ -3	-5	-1	nt	-4	0.6	19	-10	87	-3

(continued)
Value order: MOR-DOR inv ag	V-ATPase pHluor	RTF Ca sens act	LANA DNA inh	Keap1-Nrf2 PPI	MOR-DOR ag	Arr AP2 block	RTF Ca sens inh	DSG3 Ab inh	Wnt bcat act
> COC(=O)C1=C[C@@H](C(=O)OC)[C@@H]2C3=C(C(=O)C2(C)C)[C@H](c2ccccc2)[C@@H]2C(=O)N(C)C(=O)[C@@H]2[C@@H]3C1
→ -10	0	-2	1.4	7	1.6	-2	-6	104	2
> CC(=O)c1cccc(NC(=S)NC(=O)c2cccc(Cl)c2)c1
→ -1	-2	-4	2.1	-3	0.3	29	-2	nt	nt
> Cc1cc(C)c(N=C2CCCN2Cc2ccccc2)c(C#N)c1
→ -13	2	7	-0.4	-4	2.7	7	-2	100	nt
> Cn1c(=NC(=O)COc2ccccc2)sc2cccc(F)c21
→ 1	-1	-1	1.7	-1	-0.2	3	-9	99	-2
> Cc1nn(C)c(C)c1S(=O)(=O)N1CCC(C(=O)NCC2COc3ccccc3O2)CC1 (centres undefined)
→ 1	-2	3	0.3	-1	-0.1	-9	-5	103	-7
> Cc1cccc(/C=N/NC(=O)Cn2nnnc2N)n1
→ 6	-3	0	0.3	3	-1.1	-20	-3	nt	-1
> OCCN1CCN(C(=S)c2ccc(Cl)cc2)CC1
→ 9	3	1	3.0	-5	-2.1	4	6	nt	nt
> Cc1cccn2c(=O)c3cc(C(=O)NC4CCCCC4)c(=N)n(Cc4ccccc4)c3nc12
→ 13	4	-3	11	4	-2.3	-4	-4	115	-1
> COc1ccc(OC)c(C(c2c(O)nc(SC)[nH]c2=O)c2c(O)nc(SC)[nH]c2=O)c1
→ 13	3	5	-1.8	9	-2.5	14	-13	106	5
> C[C@H](CO)N1C[C@H](C)[C@@H](CN(C)C(=O)Nc2ccc3c(c2)OCO3)Oc2c(cccc2N(C)C)C1=O
→ 7	0	2	0.4	-3	-1.4	1	-16	96	-1
